ZTA counter – counter-screen for EBNA-1 inhibitors: inhibitors of Epstein-Barr virus ZTA; inhibition, % at 11 µM; P03206; ZTA-DNA binding, fluorescence polarization; actives 0.15% (n = 320,000); in the data active = inhibition above about 33%
PAFAH1B3 FP inh – PAFAH1B3 (human) inhibition; recombinant PAFAH1B3, FP-rhodamine probe, fluorescence polarization; inhibition, % at 3.39 µM; actives 0.28% (n = 340,000); AID 492972;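 active = inhibition above the screen-wide average of all tested compounds plus 3 SD, cut at about 25% in these data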;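 note: 0% = enzyme with DMSO only and 100% = wells lacking PAFAH1B3 protein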
Target sequence (Q15102 whole entry, looked up): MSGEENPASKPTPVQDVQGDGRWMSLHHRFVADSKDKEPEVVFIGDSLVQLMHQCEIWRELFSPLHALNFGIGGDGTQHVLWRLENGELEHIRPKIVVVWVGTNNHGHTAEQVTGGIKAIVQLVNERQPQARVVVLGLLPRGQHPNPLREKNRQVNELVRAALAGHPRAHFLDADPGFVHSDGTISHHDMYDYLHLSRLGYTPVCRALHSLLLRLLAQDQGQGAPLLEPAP
LYPLA1 counter – counter-screen for PME1 inhibitors: inhibitors of human LYPLA1; O75608; recombinant LYPLA1, FP-Rh probe fluorescence polarization; inhibition, % at 5.9 µM; actives 0.16% (n = 320,000); AID 2174;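 active = inhibition above the mean of all tested compounds plus 3 SD, set per campaign, cut at about 14% in these data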;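 note: inhibitors block serine hydrolase probe labeling of LYPLA1 so polarization falls; 0% = enzyme with DMSO and 100% = wells lacking LYPLA1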
Target sequence (O75608 whole entry, looked up): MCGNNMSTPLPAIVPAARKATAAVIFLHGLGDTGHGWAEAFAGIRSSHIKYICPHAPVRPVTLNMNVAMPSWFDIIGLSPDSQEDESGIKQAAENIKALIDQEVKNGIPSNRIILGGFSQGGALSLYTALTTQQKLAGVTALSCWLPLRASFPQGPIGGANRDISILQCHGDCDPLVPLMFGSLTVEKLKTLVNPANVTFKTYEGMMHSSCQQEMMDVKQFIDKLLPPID
pPAFAH FP inh – inhibitors of human plasma PAF acetylhydrolase (pPAFAH). Q13093. recombinant pPAFAH, FP-rhodamine probe fluorescence polarization. inhibition, % at 3.39 µM. actives 1.5% (n = 330,000). AID 463082;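 active = inhibition above the mean inhibition across the screen plus 3 SD, cut at about 25% in these data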;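 note: inhibitors block binding of the rhodamine activity-based probe so polarization drops; 0% = enzyme with DMSO and 100% = wells lacking pPAFAH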
Target sequence (Q13093 whole entry, looked up): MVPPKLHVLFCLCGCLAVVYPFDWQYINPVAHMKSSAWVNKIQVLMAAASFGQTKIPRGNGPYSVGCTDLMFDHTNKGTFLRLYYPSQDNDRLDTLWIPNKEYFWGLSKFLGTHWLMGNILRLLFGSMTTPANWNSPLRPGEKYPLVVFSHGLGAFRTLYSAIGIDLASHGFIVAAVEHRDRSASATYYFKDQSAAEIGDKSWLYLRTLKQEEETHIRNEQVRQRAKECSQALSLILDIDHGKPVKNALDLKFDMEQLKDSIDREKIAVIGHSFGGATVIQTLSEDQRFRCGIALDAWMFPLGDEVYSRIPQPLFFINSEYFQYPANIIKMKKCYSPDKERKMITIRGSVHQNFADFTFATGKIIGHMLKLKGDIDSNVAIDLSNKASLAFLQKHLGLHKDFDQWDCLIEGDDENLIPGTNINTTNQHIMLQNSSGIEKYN
PAFAH1B2 FP inh – inhibitors of human PAFAH1B2. P68402. recombinant PAFAH1B2, FP-rhodamine activity probe, fluorescence polarization. AID 492953. inhibition, % at 3.39 µM. actives 1.2% (n = 340,000);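 active = inhibition above the mean of all tested compounds plus 3 SD, cut at about 24% in these data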;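 note: 0% = enzyme with DMSO and 100% = wells lacking PAFAH1B2; many of its hits are not listed in these tables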
PAFAH2 inh – inhibitors of human PAFAH2; Q99487; recombinant PAFAH2, FP-rhodamine activity probe, fluorescence polarization; inhibition, % at 3.39 µM; actives 0.99% (n = 340,000);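 active = inhibition above the mean over all tested compounds plus 3 SD, cut at about 30% in these data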;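 note: inhibitors block probe labeling of enzyme so polarization drops; 0% = enzyme with DMSO and 100% = wells lacking PAFAH2 protein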
EBNA-1 inh – blocks EBNA-1 binding to DNA; AID 1950; inhibition, % at 14.8 µM; actives 0.34% (n = 300,000); EBNA-1 DNA binding, fluorescence polarization; in the data active = inhibition above about 28%
PREPL inh – inhibits the human prolyl oligopeptidase-like enzyme; Q4J6C6; recombinant PREPL, fluorescence polarization activity-based probe; inhibition, % at 5.96 µM; actives 0.68% (n = 320,000); AID 2751; in the data active = inhibition above about 43%;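 note: 0% = enzyme with DMSO and 100% = wells lacking enzyme; many of its hits are not listed in these tables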
LYPLA2 inh – counter-screen for PME1 inhibitors: inhibitors of human LYPLA2. recombinant LYPLA2, FP-Rh probe fluorescence polarization. O95372. inhibition, % at 5.9 µM. AID 2177. actives 0.38% (n = 320,000);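 active = inhibition above the screen-wide mean plus 3 SD, limit set per campaign, cut at about 26% in these data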;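 note: 0% = LYPLA2 with DMSO and 100% = wells lacking LYPLA2 enzyme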
Numbers without * were called inactive; nt = no result given. A portion of the library (hit frequency here may not be typical).

The first two entries, to show the layout:
SMILES	ZTA counter	PAFAH1B3 FP inh	LYPLA1 counter	pPAFAH FP inh	PAFAH1B2 FP inh	PAFAH2 inh	EBNA-1 inh	PREPL inh	LYPLA2 inh
CCOC(=O)c1cc(C)nc(SC)c1C#N	-22	-1	0	-2	3	1	-3	13	-2
CCOC(=O)C1=C(c2ccc(OC)cc2)OC(N)=C(C#N)C1c1cccnc1 (configuration not stated)	-3	nt	-1	-6	nt	nt	-6	-7	-7

The listing, previewed entries included:
SMILES	ZTA counter	PAFAH1B3 FP inh	LYPLA1 counter	pPAFAH FP inh	PAFAH1B2 FP inh	PAFAH2 inh	EBNA-1 inh	PREPL inh	LYPLA2 inh
CCOC(=O)c1cc(C)nc(SC)c1C#N	-22	-1	0	-2	3	1	-3	13	-2
CCOC(=O)C1=C(c2ccc(OC)cc2)OC(N)=C(C#N)C1c1cccnc1 (configuration not stated)	-3	nt	-1	-6	nt	nt	-6	-7	-7
Cc1cc(C)nc(SCCC(=O)Nc2ccccc2)n1	10	3	-4	5	4	1	2	-8	-7
O=C(c1ccc(OC2CCN(Cc3ccccc3O)CC2)cc1)N1CCCCC1	1	4	0	1	-1	0	6	-6	-2
c1cncc(-c2ccc3[nH]ccc3c2)c1	-3	9	0	4	7	7	nt	2	-3
C=CCn1c(NCc2ccc(N(C)C)cc2)nc2ccccc21	4	-5	5	7	0	-6	3	6	6
Cc1ccc(-n2c(Cc3cccs3)nnc2SCC(N)=O)cc1	-7	-1	-1	11	6	1	-2	3	2
COc1ccccc1NS(=O)(=O)c1ccc(C(=O)NCC(c2ccco2)N(C)C)cc1 (configuration not stated)	7	0	-2	0	0	-2	nt	5	-3
O=C(c1noc2c1CCCC2)N1CCc2c([nH]c3ccccc23)C1c1ccccn1 (configuration not stated)	8	-2	-1	4	8	8	-6	10	4
C=CCn1c(=O)n(CCOC)c(=O)c2sc3ccccc3c21	-4	-4	1	28*	5	2	-4	-1	8
O=Cc1ccc(-n2nncc2-c2ccc([N+](=O)[O-])cc2)cc1	5	9	2	2	7	10	-3	-1	3
C[C@]1(C(=O)NCCCNc2ncc(C(F)(F)F)cc2Cl)C=C[C@@H](Cc2ccccc2)N1C(=O)c1ccccc1	-15	1	-2	3	7	0	-5	7	0
O=C(/C=C/c1cccs1)c1cc(Br)ccc1OC(=O)N1CCOCC1	4	0	1	64*	3	84*	-5	-10	7
Cc1ccc(C(=O)O/N=C(\N)c2ccccn2)cc1	-10	10	-2	9	5	28	0	15	3
CCCc1nnc(NC(=O)c2nc(S(=O)(=O)Cc3ccc(C)cc3)ncc2Cl)s1	-13	7	3	-1	5	14	-3	3	4
Cc1cc(-c2ccc(Cl)cc2)c2cnn(C(C)C)c2n1	10	-1	0	12	4	1	-11	20	-4
CC(Oc1ccc2c3c(c(=O)oc2c1)CCCC3)C(=O)NCCN1CCOCC1 (configuration not stated)	6	8	-2	5	5	3	3	7	-1
C#CCOCCOCCOCCNc1nc(N2CCN(C(=O)[C@H](CCC(=O)O)n3cc(C(N)CC(C)C)nn3)CC2)nc(N2CCN(C(=O)[C@H](Cc3ccc(O)cc3)n3cc(C(N)CC(C)C)nn3)CC2)n1 (some centres not stated)	7	15	-1	3	0	3	7	2	1
Cn1c(CN2CCCC2)c(C#N)c2ccccc21	7	4	-1	0	0	3	4	1	5
Cc1ccc(C2CC(=O)c3cnc(N4CCc5ccccc5C4)nc3C2)cc1 (configuration not stated)	3	-2	1	-1	4	-1	7	5	1
NS(=O)(=O)c1ccc(NC(=O)CN2CCc3ccccc3C2)cc1	11	2	-3	2	3	4	6	-7	3
CC(C)c1ccc(CNc2ncc(Br)cn2)cc1	-2	11	-2	0	-4	-1	-14	-3	4
Cc1cc(C)n(-c2nc3sc4c(c3c3nnc(SC(C)C)n23)CC(C)(C)OC4)n1	8	-3	0	8	3	-2	10	0	-7
COc1ccc(CCC(=O)OCC(=O)N(C)c2c(N)n(Cc3ccccc3)c(=O)[nH]c2=O)cc1	-16	8	-1	1	-1	-9	3	-6	1
CCc1ccccc1N(C(=O)CNC(=O)c1ccco1)C(C(=O)NC1CCCC1)c1cccnc1 (configuration not stated)	-5	6	-2	0	2	0	-6	4	-2
CC1CCCC(NC(=O)CCC(=O)c2ccc(F)cc2)C1C (configuration not stated)	-10	-8	-1	-3	-2	2	-14	1	0
Cc1ccc(NC(=O)c2ccncc2)cc1S(=O)(=O)N(C)C	-1	4	-4	-1	1	3	-6	3	2
O=c1[nH]c(CN2CCN(c3ccccc3Cl)CC2)nc2ccsc12	-10	3	-1	-1	2	-1	5	-5	3
CC1(C)Cc2c(c(=S)nc(-c3ccccc3)n2CCCN2CCOCC2)CO1	-3	4	2	2	1	2	12	-8	0
CC(=O)NCCc1nc2cc(NC(=O)c3ccccc3C)ccc2n1C	-13	-2	7	-4	5	8	4	11	5
Cc1c(C(=O)NCCN2CCOCC2)oc2ccc(Br)cc12	-11	6	0	4	3	10	-1	4	-4
C[C@H](CO)N1C[C@H](C)[C@@H](CN(C)Cc2ccc(Oc3ccccc3)cc2)Oc2c(NC(=O)C3CC3)cccc2C1=O	nt	10	nt	2	0	0	nt	29	nt
COc1ccc(NC(=O)COC(=O)CCNS(=O)(=O)c2ccccc2)cc1OC	15	9	-2	18	1	-3	-7	-2	-5
O=c1[nH]c(CSc2nnc(-c3cccnc3)n2C2CCCCC2)nc2ccccc12	10	4	1	2	2	-2	-5	17	-1
COc1ccccc1NS(=O)(=O)/C=C/c1ccccc1	17	6	2	4	6	-5	12	2	0
Cc1c(NC(=O)/C(C#N)=C/c2ccc(-c3cccc(Cl)c3)o2)c(=O)n(-c2ccccc2)n1C	6	-7	3	22	0	5	12	15	0
CCN(CC)CC(=O)Nc1cc(N(C)C)nc2ccccc12	-8	-4	3	-2	-1	2	-15	-7	3
COc1ccc(S(=O)(=O)N2CCN(C)CC2)cc1C	2	3	-1	4	1	-3	5	1	3
CCOC(=O)C(=O)N1CCC(C(=O)OC)CC1	-11	0	-3	-1	2	7	-8	14	2
CCc1ccc2oc(=O)cc(CN3CCOCC3)c2c1	-11	-5	2	6	7	5	-15	2	10
O=C(Cn1cnc2ccccc2c1=O)NCc1ccco1	7	1	-2	-6	-2	1	-6	-6	2
O=C(Nc1ccccc1[N+](=O)[O-])c1cncc(Br)c1	4	3	-1	2	-3	2	0	0	4
COc1cc(CN2CC(=O)N(c3ccc(C)cc3)C2=S)cc(OC)c1OC	-4	2	2	6	1	3	4	5	4
COc1ccc(CCN2CC(C(=O)NC3CCOCC3)CCC2=O)cc1 (configuration not stated)	-17	4	0	3	3	1	-1	-4	-5
Cc1ccc(N2CC(C(=O)Nc3nnc(SCC(=O)N4CCOCC4)s3)CC2=O)cc1 (configuration not stated)	-2	9	0	7	1	0	2	2	5
Nc1nc(Br)c2c(F)cccc2c1-c1ccccc1	2	4	1	2	2	-1	6	4	4
Cc1cccc(OCCCC(=O)Nc2nccs2)c1	0	10	-1	3	3	-3	4	-6	-6
CC(=O)Nc1ccc(S(=O)(=O)N2c3ccc(F)cc3CCC2C)cc1 (configuration not stated)	6	0	2	4	9	2	-8	-13	3
COc1ccc(C2C3C=CCC(c4cccc(-c5ccc(C)cc5)c4)C3C(=O)N2Cc2ccccc2)cc1Cl (configuration not stated)	9	-4	-2	2	13	-2	21	2	0
Cc1ccc(C(=O)Nc2cccc(C(F)(F)F)c2)cc1NC(=O)c1c[nH]c2cc(C(F)(F)F)ccc2c1=O	nt	3	nt	3	6	3	nt	12	nt

One compound at a time, from the list above. Screens in order: ZTA counter | PAFAH1B3 FP inh | LYPLA1 counter | pPAFAH FP inh | PAFAH1B2 FP inh | PAFAH2 inh | EBNA-1 inh | PREPL inh | LYPLA2 inh
Shown for COc1ccc(C2C3C=CCC(c4cccc(-c5ccc(C)cc5)c4)C3C(=O)N2Cc2ccccc2)cc1Cl (configuration not stated) : 9 | -4 | -2 | 2 | 13 | -2 | 21 | 2 | 0
Shown for CCOC(=O)c1cc(C)nc(SC)c1C#N : -22 | -1 | 0 | -2 | 3 | 1 | -3 | 13 | -2
Shown for COc1ccc(S(=O)(=O)N2CCN(C)CC2)cc1C : 2 | 3 | -1 | 4 | 1 | -3 | 5 | 1 | 3
Shown for O=Cc1ccc(-n2nncc2-c2ccc([N+](=O)[O-])cc2)cc1 : 5 | 9 | 2 | 2 | 7 | 10 | -3 | -1 | 3
Shown for NS(=O)(=O)c1ccc(NC(=O)CN2CCc3ccccc3C2)cc1 : 11 | 2 | -3 | 2 | 3 | 4 | 6 | -7 | 3

Next records.
SMILES	ZTA counter	PAFAH1B3 FP inh	LYPLA1 counter	pPAFAH FP inh	PAFAH1B2 FP inh	PAFAH2 inh	EBNA-1 inh	PREPL inh	LYPLA2 inh
Cc1ccc(NC(=O)COC(=O)COc2cccc3c2OC(C)(C)C3)cc1C	-5	10	1	3	-5	-5	7	-4	-2
c1ccc(CCc2nc3ccccc3[nH]2)cc1	3	0	5	-3	1	3	-17	0	6
c1sc2[n+](c1C13CC4CC(CC(C4)C1)C3)CCS2	12	11	0	3	2	1	0	4	2
N#CCCn1cc(C(=O)N2CCCCC2)c(-c2ccc([N+](=O)[O-])cc2)n1	5	11	3	5	1	3	-12	3	3
Cc1ccc(OCCCn2ccnc2)c([N+](=O)[O-])c1	-1	-1	-1	1	-3	-5	3	-1	4
Cc1ccc(CCN2CC(C(=O)NCc3ccc4c(c3)OCO4)CC2=O)cc1 (configuration not stated)	4	2	1	4	-2	11	-4	3	-4
COc1ccc(Nc2ncnc3ccccc23)c(OC)c1	-9	4	2	6	2	-2	0	19	12
CCc1cc(C(=O)Nc2cc(S(=O)(=O)N(C)C)ccc2C)sc1C	-6	3	0	1	-4	-2	-13	10	-3
COc1ccc2[nH]c3c(=O)n(CCCCC(=O)N4CCCC4)c(=S)[nH]c3c2c1	4	7	1	10	6	3	13	16	4
Cc1cc(N/N=C/c2ccncc2)c([N+](=O)[O-])cc1[N+](=O)[O-]	-28	-2	2	1	3	-3	-1	12	7
Cc1cc(=O)[nH]c(SCC(=O)Nc2ccc(Br)cc2)c1C#N	9	8	2	11	4	1	11	12	0
NC(=NCCc1ccc(Cl)cc1)NS(=O)(=O)c1ccc(F)cc1	18	10	-5	3	49*	0	0	-15	0
Cc1ccc(-n2[nH]c(C)c(C=Nc3ccc(S(=O)(=O)Nc4nc(C)cc(C)n4)cc3)c2=O)c(C)c1	-1	11	-3	-4	-3	-7	-1	6	1

Screening data: PubChem BioAssay, The Scripps Research Institute Molecular Screening Center
